High-throughput results from PubChem.
Rab9 promoter act: Rab9 promoter activation; Huh7 Rab9 promoter-luciferase reporter, luminescence, 24 h; Potency, µM (doses to about 9.22 µM), for the others: at the highest dose activation, negative = inhibition, actives largely listed as activators; actives 2.8% (n = 320,000); AID 485297; note: potency is the fitted concentration of half-maximal effect; % of control where 0% means no effect; nearly all actives have a fitted effect of over 60% in size
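Steps: seed 1500 Huh7 Rab9-luc cells per well, rest 2 h at 37 °C; add compound in DMSO; incubate 24 h; add luciferase reagent, 10 min ambient; read luminescence.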
uPA surface inh: inhibitors of cell surface uPA generation; actives 0.31% (n = 330,000); cell surface uPA generation assay, qHTS; Potency, µM (highest dose often 38.3 µM), for the others: top-dose activity change, negative = inhibition, hits mostly inhibitors; AID 540303; active = well fitted inhibition curve with a large enough effect; inconclusive = small, poorly fitted or top-dose-only effect; inactive = no such curve, though single readings can be large or run the other way; tested in mouse RAW 264.7 cells; note: potency is the fitted concentration of half-maximal effect; % is set by controls: 0 for no effect and ±100 for the full control effect; nearly all actives have a fitted effect of over 55% in size
ELG1 genotox: inducers of genotoxicity in HEK293T ELG1-luciferase cells; actives 1.3% (n = 330,000); Potency, µM (series often up to 46 µM), without a hit: at the highest dose activity change, positive = activation, actives largely listed as activators; HEK293T ELG1-luciferase reporter, luminescence, 16 h; note: potency is the fitted concentration of half-maximal effect; % of control where 0% means no effect; nearly all actives have a fitted effect of over 60% in size
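Luminescence read-out: rising ELG1-luciferase signal, reflecting elevated ELG1 protein under genetic stress, flags genotoxic compounds. Cells were treated for 16 hr at 37 °C before ONE-Glo detection.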
RORg inh: ROR gamma (mouse) transcription inhibition. P51450. Drosophila S2 Gal4-RORgamma UAS-luciferase reporter, 20 h. Potency, µM (highest dose often 53.6 µM), for inactives: at the top dose activity change, negative = inhibition, usual class: inhibitors. actives 5.4% (n = 310,000). AID 2551; note: potency is the fitted concentration of half-maximal effect; % is set by controls: 0 for no effect and ±100 for the full control effect; nearly all actives have a fitted effect of over 60% in size
Target sequence (P51450 whole entry, looked up, the tested form may be a part): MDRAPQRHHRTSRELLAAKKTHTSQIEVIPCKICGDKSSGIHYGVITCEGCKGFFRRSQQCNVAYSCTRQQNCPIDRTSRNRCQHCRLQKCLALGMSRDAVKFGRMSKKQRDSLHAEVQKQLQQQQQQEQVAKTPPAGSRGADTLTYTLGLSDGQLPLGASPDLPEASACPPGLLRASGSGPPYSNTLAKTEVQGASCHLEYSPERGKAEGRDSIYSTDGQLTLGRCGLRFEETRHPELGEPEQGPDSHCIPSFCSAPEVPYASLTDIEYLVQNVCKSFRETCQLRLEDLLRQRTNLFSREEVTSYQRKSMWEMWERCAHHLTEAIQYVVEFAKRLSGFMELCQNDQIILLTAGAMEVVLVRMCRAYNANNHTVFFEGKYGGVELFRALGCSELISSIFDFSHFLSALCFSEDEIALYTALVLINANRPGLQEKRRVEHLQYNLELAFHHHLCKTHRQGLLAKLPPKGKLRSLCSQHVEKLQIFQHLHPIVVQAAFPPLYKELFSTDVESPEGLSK
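Drosophila S2 cells stably expressing Gal4-DBD/mouse RORγ fusion under metallothionein promoter plus UAS-luciferase; compound 1 h, then 700 uM CuSO4 induction for 20 h at ambient temperature; inhibition read as reduced luminescence.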
KCNH2 3.1 block: blocks the human KCNH2 3.1 channel isoform; U2OS KCNH2 3.1, thallium flux FluxOr; hits give low values; activity change, % (tested at about 1.8 µM); actives 0.95% (n = 340,000);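 active = maximum activity change below -70%; inconclusive = maximum activity change from -70% to -50%; inactive = maximum activity change above -50%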;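 note: thallium influx rate constant from kinetic fluorescence after stimulation buffer; % is set by controls: 0 for no effect and ±100 for the full control effect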
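Thallium flux read-out: FluxOr dye with Red40 quencher in HBSS/HEPES, 45 min at RT. Rate constants from kinetic reads were normalized to positive and negative DMSO controls. Cells: U2OS virally expressing the 3.1 isoform.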
Coupling enz: inhibits coupling enzyme system, counter-screen for aldolase hits; coupling enzyme system counterscreen, AmpLite Red fluorescence; activity change, negative = inhibition, % at 58.2 µM, hits read low; actives 0.67% (n = 290,000); AID 2472; in the data active = activity change below about -30%; note: % is set by controls: 0 for no effect and ±100 for the full control effect
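Final compound at 57.5 uM, incubated 10 min at RT with coupling enzyme reagent (glyceraldehyde-3-phosphate), then 20 min with substrate and AmpLite Red detection. Fluorescence read at 525/598 nm; tests interference with the coupling assay, not aldolase inhibition.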
Gal4-VP16 FLuc: counter-screen for ROR gamma inhibitors: Gal4-VP16 reporter; Potency, µM (doses to about 53.6 µM), for the others: at the top dose activity, negative = inhibition, usual class: inhibitors; Drosophila S2 Gal4-VP16 UAS-luciferase, luminescence, 20 h; actives 3.5% (n = 310,000); AID 2546;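 note: Gal4-VP16 expression switched on by copper sulfate through the metallothionein promoter; potency is the fitted concentration of half-maximal effect; % is set by controls: 0 for no effect and ±100 for the full control effect; nearly all actives have a fitted effect of over 50% in size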
NPC1 prom act: activators of NPC1 promoter; Potency, µM (top dose mostly 9.22 µM), for inactives: at the top dose activation, usual class: activators; actives 2.4% (n = 320,000); Huh7 NPC1 promoter luciferase reporter, 24 h;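 note: potency is the fitted concentration of half-maximal effect; % of control where 0% means no effect; nearly all actives have a fitted effect of over 60% in size; reporter is driven by a mutant NPC1 promoter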
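Luminescence from an NPC1 promoter-driven luciferase reporter in stably transfected Huh7 cells was measured after 24 h compound treatment at 37 °C, followed by 10 min ambient incubation with luciferase detection reagent.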
Giardia kill: Giardia lamblia killing; AID 540267; Giardia lamblia trophozoite viability; actives 0.15% (n = 340,000); activity change, % at 7.66 µM, hits read low; in the data active = activity change below about -80%; inconclusive = between about -30% and that limit;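 note: parasites exposed to compound for two days anaerobically before the ATP read; % is set by controls: 0 for no effect and ±100 for the full control effect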
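Luminescence from cellular ATP indicates surviving trophozoites (100 cells/well) following 48 hrs anaerobic compound treatment at 37 deg C; signal develops 15-30 min at room temperature.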
Tb PFK inh: blocks T. brucei phosphofructokinase. O15648. T. brucei PFK, ADP-Glo luminescence. Potency, µM (top dose mostly 57.5 µM), for the others: at the highest dose activity, negative = inhibition, usual class: inhibitors. actives 0.17% (n = 330,000);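 note: potency is the fitted concentration of half-maximal effect; 0% = uninhibited 1x PFK enzyme wells and -100% = no-enzyme wells; nearly all actives have a fitted effect of over 60% in size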
Target sequence (O15648 whole entry, looked up): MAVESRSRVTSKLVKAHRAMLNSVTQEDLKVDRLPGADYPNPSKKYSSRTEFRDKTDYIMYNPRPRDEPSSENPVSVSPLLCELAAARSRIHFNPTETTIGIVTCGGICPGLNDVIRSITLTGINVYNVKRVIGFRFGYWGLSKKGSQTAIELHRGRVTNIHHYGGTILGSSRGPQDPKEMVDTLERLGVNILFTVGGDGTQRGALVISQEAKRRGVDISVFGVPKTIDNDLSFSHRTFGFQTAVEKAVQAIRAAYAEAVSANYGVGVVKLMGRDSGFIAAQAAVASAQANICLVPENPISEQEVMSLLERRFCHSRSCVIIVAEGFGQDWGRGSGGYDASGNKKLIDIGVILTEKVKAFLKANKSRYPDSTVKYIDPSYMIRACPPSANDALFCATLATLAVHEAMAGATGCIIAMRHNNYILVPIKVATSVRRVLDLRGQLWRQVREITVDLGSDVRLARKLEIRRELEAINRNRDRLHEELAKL
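1.25 nM PFK with 0.5 mM F6P and 0.1 mM ATP in 0.1 M TEA pH 8.0, 5 mM MgCl2, incubated 45 min at room temperature; ADP measured by ADP-Glo luminescence; compounds titrated up to 57 uM.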
FLuc counter: inhibits or activates purified firefly luciferase, miR-21 counter-screen; actives 6.9% (n = 360,000); purified FLuc, Km substrates, luminescence inhibition; P08659; Potency, µM (series often up to 57.5 µM), for the others: top-dose activity change, negative = inhibition, hits mostly inhibitors;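 note: potency is the fitted concentration of half-maximal effect; plate controls were vehicle for no effect and reference inhibitor for full effect; nearly all actives have a fitted effect of over 55% in size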
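Purified P. pyralis luciferase, 10 nM final, with Km-level 10 uM D-luciferin and 10 uM ATP in 50 mM Tris acetate pH 7.5, 10 mM Mg acetate, 0.01% Tween-20, 0.05% BSA; 6-point qHTS titration about 60 µM downward; luminescence read.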
Numbers without * were called inactive; ? = inconclusive; . = not tested or not shown; [ ] = remark or other dose. Unless noted, calls come from the whole dose curve; as a rule, active = well fitted curve in the direction sought with a large enough effect; inconclusive = small, poorly fitted or top-dose-only effect, or another doubt; inactive = no such curve, though single readings can be large; an effect the other way counts as inactive or inconclusive.

SMILES	Rab9 promoter act	uPA surface inh	ELG1 genotox	RORg inh	KCNH2 3.1 block	Coupling enz	Gal4-VP16 FLuc	NPC1 prom act	Giardia kill	Tb PFK inh	FLuc counter
O=[N+]([O-])c1cccc(-c2nnc3cccc(Cl)n23)c1	-19%	-4%	5%	12%	7	1	-19%	-6%	5	13%	0%
NC1=NC[C@H](Cc2ccccc2)N1CCc1cc(C(F)(F)F)cc(C(F)(F)F)c1	-8%	4%	-6%	2%	-15	0	0%	-1%	4	0%	-2%
Cc1ccc(COC(=O)c2ccc3ccccc3n2)cc1	4%	-3%	2%	-1%	-5	1	?	0%	30[activator]	1%	15µM*
COc1ccc(N(C(=O)Cn2nnc(-c3ccccc3F)n2)C(C(=O)NCC2CCCO2)c2ccc(Cl)cc2)cc1 (centres undefined)	-8%	0%	14%	2%	-4	1	5%	-7%	0	-5%	0%
Cn1c(=O)c2c(SCC(=O)N3CCOCC3)nc(C3CCCCC3)nc2n(C)c1=O	-13%	.	-5%	-14%	.	4	3%	-16%	.	2%	-2%
CC1(c2ccc(OC(F)F)cc2)NC(=O)N(/N=C/c2c(O)ccc3ccccc23)C1=O (centres undefined)	-2%	-3%	-1%	?	-17	-12	14µM*	1%	-14	-3%	2%
CCn1c(SCc2nc3scc(-c4ccccc4)c3c(=O)[nH]2)nnc1-c1ccc(Cl)cc1	1%	5%	-2%	19%	19	1	2%	-2%	-5	3%	-1%
O=C1[C@H]2[C@@H](/C=C/c3ccccc3)N3C(=O)CN(Cc4ccccn4)C(=O)[C@@]3(Cc3ccccc3)[C@H]2C(=O)N1c1ccccc1	-8%	0%	0%	-17%	6	1	0%	-2%	1	2%	6%
O=C(NCc1ccc(Cl)cc1)C1CCC(CNc2c(N3CCOCC3)c(=O)c2=O)CC1 (centres undefined)	-7%	-4%	0%	-6%	5	2	-4%	-6%	15	2%	-2%
Cc1ccc(SCc2cc(=O)[nH]c(/N=C(\N)Nc3ccc(C)c(C)c3)n2)cc1	-11%	.	-3%	1%	-2	0	-11%	-6%	12	-1%	7%
O=C(CSc1ccc2nnc(CCNC(=O)c3ccccc3)n2n1)Nc1ccccc1F	-9%	12%	3%	1%	8	1	2%	2%	6	-5%	-1%
CCCn1c2c(c(=N)c3c1CCC3)CCC2	-36%[inhibitor]	-5%	-7%	39%	2	2	-13%	-28%	6	3%	-2%
CC(=C1C(=O)c2ccccc2C1=O)N1CCC(C(N)=O)(N2CCCCC2)CC1	-3%	.	-1%	1%	11	-10	12%	-2%	7	4%	2%
O=C(NCCc1cnc[nH]1)c1cccs1	0%	8%	-3%	.	9	7	.	2%	29	0%	-7%
C=CCn1c(SCC(=O)O)nnc1-c1ccc(C(C)(C)C)cc1	5%	-5%	-2%	14µM*	-5	4	?	-4%	-5	1%	17µM*
Nc1cc(C(=O)O)ccc1Nc1ccccc1	-5%	3%	8%	-1%	-4	1	-4%	-3%	8	0%	-15%
COc1ccccc1-c1nnc2sc(COc3ccccc3)nn12	-6%	.	0%	-7%[10 µM]	4	2	0%	2%	4	-3%	-8%
COc1ccc(OC)c(N(CC(=O)NCc2ccccc2)S(=O)(=O)c2ccc(OC)c(OC)c2)c1	9%	-3%	-2%	1%	-2	.	-11%	-3%	-24	-1%	-2%
CCOc1ccccc1-n1nnnc1SCC(=O)O	3%	5%	-1%	17%	14	11	-3%	0%	43[activator]	2%	5%
Cc1nc2ccc(S(=O)(=O)NCC(=O)N3CCCCC3)cc2s1	-5%	-1%	2%	21%	4	-1	6%	-2%	2	3%	-2%
COc1ccc(CNc2nccs2)cc1	23%	-29%	8%	-18%	20	0	-1%	22%	-13	-6%	?
CCN(CC)CCN1C(=O)c2ccccc2NC1c1cc(OC)c(OC)c(OC)c1 (centres undefined)	?	3%	1%	-16%[10 µM]	-6	0	2%	11%	-19	0%	-1%
CN(N)c1nc2ccccc2nc1C(F)(F)F	-2%	0%	0%	-4%	9	2	6%	-1%	9	-1%	1%
CC(C)OCCCNC(=O)CN1CCN(Cc2ccccc2Cl)C1=O	4%	-2%	1%	8%	-2	3	-3%	-11%	-12	3%	-1%
CN=c1scc(-c2cc(OC)ccc2OC)n1/N=C/c1c(C)[nH]c2ccccc12	-11%	15%	-3%	?	3	2	?	0%	-7	5%	?
COCCCn1c(=O)/c(=C\c2ccccc2OC(F)F)s/c1=C(/C#N)C(=O)N1CCOCC1	4%	-5%	-5%	3%	26	0	29%	-1%	21	1%	-2%
Cc1ccc(O)c(C(=O)c2cc(C#N)c(=O)n(Cc3ccccc3)c2)c1	-11%	-2%	7%	?	11	0	3%[10 µM]	-2%	12	-10%	-1%
COC(=O)CCNCCSc1nnc(-c2ccco2)n1Cc1ccccc1	-1%	7%	-2%	-6%	-8	2	-17%	2%	48[activator]	1%	0%
COc1ccc(/C=C2\SC(=S)N(CCC(=O)Nc3ccc(C(=O)O)cc3)C2=O)cc1	0%	-1%	?	-39%	-5	4	5%	12%	-9	-6%	3µM*
COc1ccc(C(=O)NC(=S)Nc2ccc(N3CCCC3)cc2)cc1OC	-1%	5%	-4%	0.45µM*	1	-1	0.89µM*	-1%	-13	1%	-2%
Cc1ccc(NC(=S)N(CCCN2CCN(C)CC2)Cc2cccs2)cc1	13%	-6%	-4%	17%	-13	-6	7%	2%	7	4%	-4%
Cc1ccc(CN(Cc2cccnc2)C(=O)CN2C(=O)COc3ccccc32)o1	-1%	.	-2%	6%[10 µM]	-7	2	0%	-4%	-13	2%	0%
Cc1noc(C(=O)NC2CCCCC2)c1Cl	3%	0%	3%	-1%	6	2	6%	-5%	-20	-5%	4%
CN1/C(=C/C(=O)C2CCC2)Sc2ccccc21	?	-19%	?	4%	-3	-4	-5%	?	-4	1%	17µM*
COc1cc(Br)cc(-c2nc3c(c(=O)[nH]c(=O)n3Cc3ccccc3)n2C)c1O	3%	-2%	4%	19%	1	0	-18%	-2%	6	-2%	0%
Cc1ccc(CCNS(=O)(=O)c2cc3c(cc2C)n(C)c(=O)c(=O)n3C)cc1	4%	3%	0%	?	4	1	-6%	-3%	17	-7%	-2%
O=C(Nc1ccc(Cl)c(Cl)c1)N1CCCCCC1	2.5µM*	-2%	?	29%	11	2	6%	2.8µM*	19	-21%	6µM*
CC(Cn1cncn1)NC(=O)c1cc(COc2cccc(C(F)(F)F)c2)on1 (centres undefined)	20%	-9%	3%	?	-6	.	5%	8%	-6	-2%	-13%
c1ccc(NC(=NCc2ccco2)c2ccccc2)cc1	3%	-9%	-1%	1%	-3	3	2%	10%	1	2%	3%
O=C(Nc1nccs1)c1cc(Cl)ccc1[N+](=O)[O-]	2%	4%	-5%	13µM*	1	-2	?	0%	-1	-4%	2%

The closing two compounds of the section above lead into the next:
SMILES	Rab9 promoter act	uPA surface inh	ELG1 genotox	RORg inh	KCNH2 3.1 block	Coupling enz	Gal4-VP16 FLuc	NPC1 prom act	Giardia kill	Tb PFK inh	FLuc counter
c1ccc(NC(=NCc2ccco2)c2ccccc2)cc1	3%	-9%	-1%	1%	-3	3	2%	10%	1	2%	3%
O=C(Nc1nccs1)c1cc(Cl)ccc1[N+](=O)[O-]	2%	4%	-5%	13µM*	1	-2	?	0%	-1	-4%	2%
COCc1cc(=O)[nH]c(/N=C(\N)Nc2ccc(C)cc2C)n1	1%	-4%	2%	1%	-3	1	-1%	-1%	13	-3%	-1%
COc1cccc(N(CC(=O)N2CCN(C)CC2)S(=O)(=O)c2ccc(C)cc2)c1	-19%	3%	-1%	-14%	-1	8	-5%	-2%	-4	-6%	-7%
COc1cccc(C(=O)NCc2ccc3c(c2)OCO3)c1OC	0%	-5%	3%	-1%	10	3	-11%	-2%	-1	-3%	-2%
Cc1ccc(C)c2sc(NC(=O)c3ccc(N4C(=O)CCC4=O)cc3)nc12	-3%	6%	0%	0.2µM*	-28	1	-19%	-1%	-7	-1%	-7%
Cc1ccc(NC(=O)Cn2c(=O)c3cccn3c3ccccc32)c(C)c1	0%	-1%	1%	1%	-10	.	-8%	18%	-13	0%	0%
Cc1cc(C(=O)NC2Cc3ccccc3C2)c(C)o1	3.2µM*	-18%	?	8%	9	-1	-2%	2.5µM*	-3	-2%	21µM*
CCN(C(=O)c1cc2c(=O)[nH]c3ccc(C)cc3c2s1)c1ccc(OC)cc1	-6%	-1%	3%	16%	17	-2	0%	-5%	20	1%	0%
CC(=O)Nc1ccc(C#Cc2ccc(NC(C)=O)cc2)cc1	?	?	?	5%	11	1	-2%	28%	-8	11%	0%
Cc1cccc(Nc2n[nH]c(=S)s2)c1C	0%	3%	-2%	?	-18	4	-13%	0%	-1	3%	?
